RBX1-CUL1 inh: inhibitors of human ROC1-CUL1 ubiquitin ligase activity | P62877+Q13616 | in vitro K48 di-Ub FRET, acceptor:donor ratio, 45 min | inhibition, % at 10 µM | hit rate 0.6% among 140,000 | AID 1347404; in the data active = inhibition above about 25%
Target sequence (P62877 whole entry, looked up): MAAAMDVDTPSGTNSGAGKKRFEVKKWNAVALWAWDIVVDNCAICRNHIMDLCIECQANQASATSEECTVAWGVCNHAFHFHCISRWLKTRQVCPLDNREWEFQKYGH
Target sequence (Q13616 whole entry, looked up): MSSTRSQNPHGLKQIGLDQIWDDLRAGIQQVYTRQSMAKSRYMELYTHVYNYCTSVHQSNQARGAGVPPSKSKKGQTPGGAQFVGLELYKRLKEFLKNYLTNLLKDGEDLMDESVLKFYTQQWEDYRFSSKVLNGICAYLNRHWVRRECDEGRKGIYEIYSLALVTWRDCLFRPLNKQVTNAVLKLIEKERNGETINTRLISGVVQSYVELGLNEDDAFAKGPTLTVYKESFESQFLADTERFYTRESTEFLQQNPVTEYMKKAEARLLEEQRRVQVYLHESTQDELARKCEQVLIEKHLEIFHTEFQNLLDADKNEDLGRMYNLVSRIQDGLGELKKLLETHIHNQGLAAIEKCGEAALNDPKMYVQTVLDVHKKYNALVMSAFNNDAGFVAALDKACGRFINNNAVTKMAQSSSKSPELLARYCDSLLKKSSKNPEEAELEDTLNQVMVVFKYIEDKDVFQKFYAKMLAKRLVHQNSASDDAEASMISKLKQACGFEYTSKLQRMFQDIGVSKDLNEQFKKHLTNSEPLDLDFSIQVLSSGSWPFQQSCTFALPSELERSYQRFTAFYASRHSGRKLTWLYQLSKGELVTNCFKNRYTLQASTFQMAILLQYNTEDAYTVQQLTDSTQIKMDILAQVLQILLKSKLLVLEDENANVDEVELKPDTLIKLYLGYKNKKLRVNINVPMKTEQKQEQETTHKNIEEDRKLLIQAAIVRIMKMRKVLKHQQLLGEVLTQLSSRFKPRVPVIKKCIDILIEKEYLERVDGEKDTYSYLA
* hit, by the source's call. A portion of the library, so the mix of outcomes need not match the whole.

#	compound	RBX1-CUL1 inh
1	CCSc1nnc(NC(=O)c2ccc(Oc3ccccc3)cc2)s1	2
2	CC(C)(C)CN1CCCC(O)(CNCC2CCCCC2)C1=O (configuration not stated)	-21
3	COc1ccccc1C1c2c(n[nH]c2-c2ccccc2Cl)OC(=N)C1C#N (configuration not stated)	-10
4	CC(=O)N1c2ccccc2N=C2CC(c3ccc(N(C)C)cc3)CC(=O)C2C1c1ccccc1 (configuration not stated)	5
5	CCc1ccc(NC(=O)c2cnn(-c3c(C)cccc3C)c2C2CCN(C(=O)OC(C)(C)C)CC2)cc1	7
6	Cn1c(CNC(=O)CCC2(Cc3cccs3)CCC(=O)N2)nc2cc(C(F)(F)F)ccc21 (configuration not stated)	-1
7	CCOC(=O)C1=C(C)OC(=N)C(C#N)C1c1ccc(Cl)cc1Cl (configuration not stated)	0
8	N#Cc1ccc(Oc2ccc3c4c(cccc24)C(=O)C3=O)cc1	5
9	Clc1cc(Br)ccc1OCc1nnc(/C=C/c2cccs2)o1	4
10	Cc1ccc(NC(=O)c2ccccc2F)cc1OC(=O)c1ccccc1F	9
11	O=c1cc(C2CCCNC2)nc(Cc2cccs2)[nH]1 (configuration not stated)	8
12	O=C(NC1Cc2ccccc2C1)c1ccc(C2CCCN2Cc2ncc[nH]2)s1 (configuration not stated)	11
13	CCCCCCOc1cc2oc(=O)cc(C)c2cc1CC	5
14	Fc1ccc2nc(-n3ncc4c3CCCC4)sc2c1	2
15	COc1ccc(-c2cc(C(=O)Oc3ccc(Br)cc3)c3ccccc3n2)cc1	6
16	Cc1ccc(NC(=O)c2ccc3c(c2)C(=O)N(CC(C)C)C3=O)c(C(=O)O)c1	12
17	CCc1nn(CC(=O)Nc2cccc(C(C)=O)c2)c(=O)c2cc3sccc3n12	4
18	C=CCN1C(=O)/C(=C\c2cc(OC)c(OC)c(OC)c2)N=C1SCC(=O)NC1CCCCC1	-3
19	Cc1nc(SCC(=O)N2CCCc3ccccc32)n[nH]1	7
20	CC(=O)C1(O)COC(c2ccccc2)OC1 (configuration not stated)	0
21	Cc1ccc(C2c3ccccc3OC3(c4ccccc4)C(Cl)(Cl)C23C)cc1 (configuration not stated)	-1
22	c1ccc(-c2nc(Nc3ccccn3)sc2-c2ccccc2)cc1	-11
23	Fc1ccc(C2CCCNc3cc(F)ccc32)cc1 (configuration not stated)	-6
24	O=S(=O)(c1ccccc1)c1nnn2c1nc(NCc1ccc(Cl)cc1)c1sccc12	4

Some of the entries above in a different format:
No. | RBX1-CUL1 inh | Compound
4 | 5 | CC(=O)N1c2ccccc2N=C2CC(c3ccc(N(C)C)cc3)CC(=O)C2C1c1ccccc1 (configuration not stated)
5 | 7 | CCc1ccc(NC(=O)c2cnn(-c3c(C)cccc3C)c2C2CCN(C(=O)OC(C)(C)C)CC2)cc1
6 | -1 | Cn1c(CNC(=O)CCC2(Cc3cccs3)CCC(=O)N2)nc2cc(C(F)(F)F)ccc21 (configuration not stated)
7 | 0 | CCOC(=O)C1=C(C)OC(=N)C(C#N)C1c1ccc(Cl)cc1Cl (configuration not stated)
8 | 5 | N#Cc1ccc(Oc2ccc3c4c(cccc24)C(=O)C3=O)cc1
9 | 4 | Clc1cc(Br)ccc1OCc1nnc(/C=C/c2cccs2)o1
10 | 9 | Cc1ccc(NC(=O)c2ccccc2F)cc1OC(=O)c1ccccc1F
11 | 8 | O=c1cc(C2CCCNC2)nc(Cc2cccs2)[nH]1 (configuration not stated)
12 | 11 | O=C(NC1Cc2ccccc2C1)c1ccc(C2CCCN2Cc2ncc[nH]2)s1 (configuration not stated)
13 | 5 | CCCCCCOc1cc2oc(=O)cc(C)c2cc1CC
14 | 2 | Fc1ccc2nc(-n3ncc4c3CCCC4)sc2c1
15 | 6 | COc1ccc(-c2cc(C(=O)Oc3ccc(Br)cc3)c3ccccc3n2)cc1
16 | 12 | Cc1ccc(NC(=O)c2ccc3c(c2)C(=O)N(CC(C)C)C3=O)c(C(=O)O)c1
17 | 4 | CCc1nn(CC(=O)Nc2cccc(C(C)=O)c2)c(=O)c2cc3sccc3n12
18 | -3 | C=CCN1C(=O)/C(=C\c2cc(OC)c(OC)c(OC)c2)N=C1SCC(=O)NC1CCCCC1
19 | 7 | Cc1nc(SCC(=O)N2CCCc3ccccc32)n[nH]1
20 | 0 | CC(=O)C1(O)COC(c2ccccc2)OC1 (configuration not stated)
21 | -1 | Cc1ccc(C2c3ccccc3OC3(c4ccccc4)C(Cl)(Cl)C23C)cc1 (configuration not stated)
22 | -11 | c1ccc(-c2nc(Nc3ccccn3)sc2-c2ccccc2)cc1
23 | -6 | Fc1ccc(C2CCCNc3cc(F)ccc32)cc1 (configuration not stated)
24 | 4 | O=S(=O)(c1ccccc1)c1nnn2c1nc(NCc1ccc(Cl)cc1)c1sccc12

(more compounds)
#	compound	RBX1-CUL1 inh
25	C=CCN1C(=O)S/C(=C/c2ccc(OC)c(I)c2)C1=O	0
26	Cc1ccc(S(=O)(=O)c2cn(C)c3cc(N4CCOCC4)c(F)cc3c2=O)c(C)c1	-2
27	O=C(Nc1ccc2oc(-c3ccc4ccccc4c3)nc2c1)c1cccc(Cl)c1Cl	-9
28	CCOc1ccc(C(C)C)cc1S(=O)(=O)NC(C)C	13
29	CCn1ccc2cc(S(=O)(=O)N3CCCN(C(=O)Nc4ccccc4C(F)(F)F)CC3)ccc21	-4
30	C=CCn1c(=S)[nH]c2sc3c(c2c1=O)CC(C)(C)OC3	6
31	CC(=O)c1ccc(N=C2NC(=O)CC(c3ccccc3)S2)cc1 (configuration not stated)	7
32	COC(=O)Nc1cc([N+](=O)[O-])ccc1OC(C)=O	-10
33	Cc1oc(-c2cc(F)cc(F)c2)nc1CN1CCC(N2CCNC(=O)CC2)CC1	-3
34	Cc1ccc(Cl)cc1N1CCN(C(=O)Cn2cnc3onc(-c4ccc(F)cc4)c3c2=O)CC1	-5
35	CCOc1cc(CNC(=O)CN2CCSc3ccccc32)cc(OCC)c1OCC	-3
36	CO[C@@]1(C)CS(=O)(=O)C1S(C)(=O)=O (some centres not stated)	6
37	O=c1oc2ccccc2c2c(=O)[nH]c3ccccc3c12	-3
38	[O-][n+]1cc2cccnc2c2sccc21	5
39	CCOc1ccccc1NC(=O)C1C(C)=NC(=O)NC1c1ccc(C(C)C)cc1 (configuration not stated)	9
40	Cc1nc(CN)cc(NCc2ccc3c(c2)n(C)c(=O)n3C)n1	12
41	COc1ccc(CNCCC2=CCCCC2)cc1	-4
42	CN(Cc1nc2c(s1)CCCC2)C(=O)Cn1nnnc1CN1CCCC1	1
43	COC(=O)c1cc2ccc1CCc1ccc(cc1C1=NC(C)(C)CO1)CC2	-2
44	O=C1NC(=O)N(c2ccc(Cl)cc2)C2=NC(Cc3ccccc3)=NC(C(F)(F)F)(C(F)(F)F)C12 (configuration not stated)	7
45	Cc1ccc2oc(C(=O)N3CCc4ccccc4C3)cc2c1	9
46	CC1(c2ccccc2)OC(=O)C(=Cc2ccc(O)cc2)C(=O)O1 (configuration not stated)	8
47	COc1ccc(S(=O)(=O)N(Cc2ccccc2)c2ccccc2F)c2ccccc12	-3
48	CC1=NC2=C(C(=O)CC(C)(C)C2)C(c2ccc3c(c2)c2ccccc2n3C)C1C(=O)Nc1ccccn1 (configuration not stated)	3
49	Nc1sc(-c2ccccc2)cc1C(=O)NNC(=S)Nc1ccc(F)cc1	-1
50	CC(C)Oc1ccc(CNC(=O)c2ccc(NC(=O)c3nsc4ccccc34)cc2)cc1	10
51	COc1cc(OC)cc(C(=O)Nc2ncn[nH]2)c1	-2
52	COC(=O)c1ccc(NC(=O)COc2cc(Cl)c(Cl)cc2Cl)cc1	13
53	CCOC1(OCC)C(c2cccs2)C(C#N)(C#N)C1(OCC)OCC (configuration not stated)	3
54	Cc1cc2c(cc1C)N(C(=O)c1ccccc1)C(C)(C)c1ssc(=S)c1-2	-10
55	Cn1c(CSCc2ccc(Cl)cc2)nnc1SCC(=O)Nc1ccccc1Cl	0
56	COc1ccc2nc(SCC(=O)Nc3ccc4c(c3)OCO4)[nH]c2c1	-1
57	Cc1cccc(-c2nc3ccccc3c(=O)n2NC(=O)C(Cc2ccccc2)N2C(=O)c3ccccc3C2=O)c1 (configuration not stated)	3
58	CCC(=O)N1C(=O)CCN(C(C)=O)c2ccccc21	3
59	CC(=O)N1C(=O)C(c2c[nH]c3ccccc23)(c2c[nH]c3ccccc23)c2ccccc21	-2
60	Cc1nc(-c2ccc(S(=O)(=O)NCc3ccccc3Cl)cc2)co1	-3
61	COC(=O)COc1ccc(S(=O)(=O)Nc2c(F)cccc2F)cc1	3
62	CCn1cc([N+](=O)[O-])c(C(=O)N2N=C3/C(=C/c4ccc(OC)cc4)CCCC3C2c2ccc(OC)cc2)n1 (configuration not stated)	-2
63	Cc1ccc(S(=O)(=O)N2CCc3onc(-c4ccccc4)c3C2)s1	11
64	Cc1sc(NC(=O)c2ccccc2)nc1C12CC3CC(CC(C3)C1)C2	-9
65	Cc1nnc(N2CCN(C(=O)NCCC(C)C)CC2)c2nn(-c3ccc(Cl)cc3)c(C)c12	-19
66	CCN(CC)C(=O)c1csc2nc(-c3cccc(F)c3)cn12	3
67	CCOc1ccc(N/N=C(/C#N)C(=O)OC)cc1	1
68	O=C(CCCc1ccccc1)Nc1cccc(N2CCC(NCCN3CCOCC3)CC2)c1	-4
69	CCN(CC)CC(=O)NCc1cccnc1-n1cnc2ccccc21	6
70	COc1ccc(CCNC(=O)C2Cc3ccccc3CN2S(=O)(=O)c2ccc(C)cc2)cc1OC (configuration not stated)	-3
71	CCOC(=O)c1sc(N2C(=O)c3oc4ccc(F)cc4c(=O)c3C2c2cccc(OC)c2)nc1C (configuration not stated)	-7
72	COCc1ccc(C(=O)NCC2Cc3cc(-c4nc(C)cnc4C)ccc3O2)o1 (configuration not stated)	0

Retrieved one by one from the entries so far (2):
#	compound	RBX1-CUL1 inh
64	Cc1sc(NC(=O)c2ccccc2)nc1C12CC3CC(CC(C3)C1)C2	-9
70	COc1ccc(CCNC(=O)C2Cc3ccccc3CN2S(=O)(=O)c2ccc(C)cc2)cc1OC (configuration not stated)	-3

The list goes on:
#	compound	RBX1-CUL1 inh
73	CC(=O)NNc1nnc(-c2ccccc2NC(C)=O)c(=O)[nH]1	0
74	CCOC(=O)c1c(-c2cccc3ccccc23)csc1NC(=O)c1ccc2c(c1)OCO2	6
75	CCOC(=O)c1c(-c2ccc(OC)cc2)csc1N=CN(C)C	11
76	Cc1sc2nc(SC/C=C/c3ccccc3)nc(N)c2c1C	3
77	COc1cccc(NC(=O)/C(C#N)=C/c2c(C)n(Cc3ccccc3)c3ccccc23)c1	-2
78	O=C(COC(=O)c1ccc(NC(=O)c2ccc(Cl)cc2)cc1)c1ccccc1	8
79	COc1ccc(CCCc2nnc(SCC(=O)N/N=C\c3cc(OC)c(OCc4ccccc4)cc3[N+](=O)[O-])o2)c(C)c1	5
80	C=CCOc1c(Cl)cc(CNn2cn[nH]c2=S)cc1OC	-1
81	Cc1cccc2c(C(=O)N(C)C)cc(-c3cnn(C4CCN(C)CC4)c3)nc12	2
82	N=C(N)SCC(=O)NCCc1c[nH]c2ccccc12	4
83	C=C(C)COc1ccc(C(=O)N2CCN(c3ccc(F)cc3)CC2)cc1	12
84	CC1CN(C)C(C)C/C1=N/OCC(O)CNC(C)(C)C (configuration not stated)	-2
85	COC(=O)NC(N1CCCC1=O)(C(F)(F)F)C(F)(F)F	13
86	CC(C)NC(=O)CCN1C(=O)c2ccccc2Sc2ncccc21	-2
87	CN1CCN(C2(CNC(=O)COc3ccc(C(C)(C)C)cc3)CCCCC2)CC1	2
88	Cc1ccc(NC(=O)Cn2cnc3onc(-c4ccc(F)cc4)c3c2=O)c(Cl)c1	6
89	Cc1ccc(NC(=O)C2CCCN(S(=O)(=O)c3cccc4cccnc34)C2)cc1Cl (configuration not stated)	11
90	CC1(C)C(C(=O)Nc2ccccc2C(=O)O)CC[C@]1(C)C(=O)O (some centres not stated)	3
91	C#CCN(Cc1cnc(S(=O)(=O)CC)n1CCCC)C1CCCCC1	9
92	Cc1ccccc1C1C(/C=N/Nc2cccc3cccnc23)=C(c2ccccc2)Oc2ccccc21 (configuration not stated)	10
93	C[C@@H]1CN(C(=O)c2nc3ccc(Cl)cn3c2CNCCN2CCC(O)CC2)C[C@H](C)O1	3
94	CSc1ncc(CN(CCc2ccccc2)CC2CCCN(C)C2)cn1 (configuration not stated)	-5
95	CNS(=O)(=O)c1cn(CC(=O)Nc2cccc(OC)c2)cc1S(=O)(=O)NC	10
96	Cc1ccccc1Cn1cc(NC(=O)COc2ccccc2)cn1	-8
97	CC(=O)NCC(=O)N1CCCC(CCc2ccccc2C(F)(F)F)C1 (configuration not stated)	6
98	COc1ccc(C2c3c(n[nH]c3C)OC(=N)C2C#N)cc1COc1ccccc1 (configuration not stated)	-4
99	CCS(=O)(=O)N1CCC(C(=O)Nc2cccc3ccccc23)CC1	-10
100	N#CC1C(=N)Oc2n[nH]c(-c3cccs3)c2C12C(=O)Nc1ccc([N+](=O)[O-])cc12 (configuration not stated)	4
101	COc1ccc(N=C2S/C(=N\N=C\c3ccccc3O)N(c3ccccc3)C2=Nc2ccc(OC)cc2)cc1	-4
102	COc1ccc(-c2nc3c(c(SCC(=O)Nc4ccccc4F)n2)Cc2cc(C)ccc2O3)cc1	-6
103	Cc1cc(C)c2c3c(sc2n1)C(c1ccc(Cl)c(Cl)c1)C(C#N)C(=N)O3 (configuration not stated)	0
